Screens: PubChem BioAssay, several laboratories
HEK293 NOD2/NF-kB: NOD2 signaling inhibitors, cell-based, luminescence, uHTS, HEK293 (AID 1566); 0.63% of 290,000 active; HEK293 NOD2/NF-kB luciferase reporter, luminescence; higher % means a stronger effect; inhibition, % at 4 µM; hits with a dose series show EC50 in µM; in the data active = inhibition above about 50%; also: many of its hits are not listed in these tables
Lipid droplet: hepatic lipid droplet formation modulation; AML12 mouse hepatocytes, oleate lipid droplets, BODIPY imaging; inhibition, % at 6.5 µM; 0.4% of 240,000 active; AID 1656;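 active = lipid droplet intensity inhibited by at least 50%, with more than 500 cells counted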
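Assay system: AML12 hepatocytes (mouse) / Also added: 100 µM oleic acid challenge / Times: overnight treatment with compound plus oleate / Detection: high-content imaging of BODIPY-stained droplets and DAPI nuclei / Evaluation: % inhibition of lipid droplet signal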
Dynein cargo inh: blocks dynein driven cargo transport along microtubules; z-score, hits read low; 3617.4 mouse cells, GR-EGFP nuclear translocation imaging; test concentration mostly 20 µM; stimulated with dexamethasone, 1 µM; hits give low values; 0.47% of 220,000 active; AID 1381;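 active = plate z-score of nuclear minus cytoplasmic receptor signal below a set negative limit, without overly bright fluorescence or cell loss, cut at about -3.5 in these data, passing the limit was not always enough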;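 also: z-score of nuclear minus cytoplasmic ring GR-EGFP intensity difference per well; some compounds called inactive have numbers as strong as hits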
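Also added – dexamethasone, 1.0 µM final · Buffer or medium – tet-free, stripped-serum medium · Schedule – induction 48 h, compound 1 h, agonist 30 min · Detection – formaldehyde fixation, Hoechst nuclear stain, 10x automated fluorescence imaging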
WT yeast gro inh: growth inhibition of WT yeast, mitochondrial fusion screen | mitochondrial fusion phenotypic screen, WT strain | inhibition, % at 10 µM | 2.1% of 190,000 active | AID 1362; in the data active = inhibition above about 58%; tested in S. cerevisiae
Insulin prom up: MIN6 insulin promoter up-regulation; 0.3% of 190,000 active; z-score at 5 µM; MIN6 insulin promoter-GFP reporter, high-content imaging; hits give high values;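 active = z-score above 3 at 5 µM with at least 500 cells counted in the well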
bCat nuc transl: beta-catenin nuclear translocation modulation. 0.3% of 190,000 active. nuclear translocation activity, % at 5 µM. HeLa beta-catenin nuclear translocation, immunofluorescence imaging;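 active = nuclear translocation activity above 50% at 5 µM, with a well cell count of 50 or more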;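 also: per-cell ratio of nuclear to cytoplasmic median beta-catenin stain intensity; plate controls were DMSO negative control for no effect and GSK-3 inhibitor IX positive control for full effect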
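System: HeLa cells, endogenous beta-catenin; compound dosing: 5 µM primary single dose, 0.1% DMSO, 0.02–20 µM confirmation series; incubation: 24 h compound exposure at 37°C, 5% CO2; signal: beta-catenin immunofluorescence imaging with DAPI; evaluation: % activation, nuclear-to-cytoplasmic median beta-catenin signal ratio per cell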
MT stabilizer: microtubule stabilization, imaging screen; HeLa tubulin immunostaining HCS, 24 h; share of cells brighter than vehicle mean+2SD; % tubulin-high responders, % at 10 µM; 0.83% of 200,000 active;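 active = plate Z-score above 3 for both tubulin-high and condensed-nucleus cell shares, with cell loss under 80%, at 10 µM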;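 also: anti alpha tubulin signal scored within the nucleus-defined area of each cell; some results filed as inactive read as strong as hits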
Yfh1-depleted yeast: enhancers of respiration in Yfh1-depleted yeast, dose response, Friedreich's ataxia, plus single-dose screen (AID 1465); S. cerevisiae Yfh1-off respiration, WST-1 reduction, 72 h; higher fold induction means a stronger effect; fold induction at 50 µM, or EC50 in µM where a hit was titrated; 0.074% of 220,000 active;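 active = fold induction of absorbance versus untreated yeast above a set limit, then at least 30% activation at any dose in follow-up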;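 also: activators that raise dye reduction in frataxin-depleted yeast; strong numbers were not always called active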
Autophagy HCS: autophagy modulation, high-content screen | MEF GFP-LC3 puncta imaging; test concentration mostly 10 µM | calls only at 10 µM (by protocol) | 0.98% of 190,000 active | AID 463193;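 active = percentage of spot-positive cells more than 3 SD above its plate mean, without a fluorescence outlier flag or 80% toxicity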;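 also: spot-positive cell cutoff set from DMSO-treated cells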
WT yeast gro inh mutant strain: also measured in WT yeast gro inh; calls as there; inhibition, %; mitochondrial fusion phenotypic screen, mutant strain inhibition
Dynein cargo inh cytoplasmic EGFP: further read-out of Dynein cargo inh, marked with its call; z-score; measured here: cytoplasmic GR-EGFP intensity; hits give high values
Dynein cargo inh nuclear GR-EGFP: recorded beside Dynein cargo inh, whose call it bears; z-score; measured here: nuclear GR-EGFP intensity;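 lower value marks the stronger effect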
Dynein cargo inh cell count: second read-out of Dynein cargo inh, no call of its own (marks repeat the call); z-score; measured here: cell count per field
Insulin prom up cell count: second read-out of Insulin prom up, no call of its own (marks repeat the call); cell count; measured here: cytotoxicity, nuclei count;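 total cells summed across four imaged fields per well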
Lipid droplet cells 6.5 µM: second read-out of Lipid droplet, no call of its own (marks repeat the call); cell count; measured here: cell count, cytotoxicity flag;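 cells counted across two imaged fields per well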
bCat nuc transl cell count 5 µM: second read-out of bCat nuc transl, no call of its own (marks repeat the call); cell count; measured here: cell count, cytotoxicity flag
MT stabilizer Hoechst-high %: also measured in MT stabilizer; calls as there; % Hoechst-high responders; measured here: nuclear condensation Hoechst responders;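 share of cells brighter than vehicle mean plus two SD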
MT stabilizer cytotoxicity %: second read-out of MT stabilizer, no call of its own (marks repeat the call); toxicity, %; measured here: cytotoxicity by cell density;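 0% = mean cell density of plate MIN control wells and 100% = no cells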
Autophagy HCS cell loss 18 h: second read-out of Autophagy HCS, no call of its own (marks repeat the call); toxicity, %; measured here: cell loss, nuclei count;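 cell loss after 18 h compound exposure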
* marks the source's active call; other numbers are inactive results; i = inactive; / = not tested or not shown. This is a subset. The share of hits here may be higher or lower than overall.

SMILES | HEK293 NOD2/NF-kB | Lipid droplet | Lipid droplet cells 6.5 µM | Dynein cargo inh | Dynein cargo inh cytoplasmic EGFP | Dynein cargo inh nuclear GR-EGFP | Dynein cargo inh cell count | WT yeast gro inh | WT yeast gro inh mutant strain | Insulin prom up | Insulin prom up cell count | bCat nuc transl | bCat nuc transl cell count 5 µM | MT stabilizer | MT stabilizer Hoechst-high % | MT stabilizer cytotoxicity % | Yfh1-depleted yeast | Autophagy HCS | Autophagy HCS cell loss 18 h
O=C(C1CC1)N1CCc2cc(S(=O)(=O)N3CCOCC3)ccc21 | 4% | / | / | -0.85 | -0.13 | -0.54 | 1.1 | -8 | 1 | -1.4 | 1575 | -2.0 | 1346 | 5.3 | 2.6 | 5.5 | i | i | 17
CCN(Cc1nc2ccccc2c(=O)[nH]1)Cc1cc(=O)oc2cc(OC)ccc12 | 15% | 12 | 797 | 1.2 | 0.39 | 1.7 | -1.3 | 10 | -33 | / | / | -2.5 | 1239 | 2.3 | 1.3 | 5.9 | i | i | -9
O=C(NCCCN1CCOCC1)c1csc2c1CCCC2 | 1% | / | / | -0.33 | -0.2 | 0.096 | -0.17 | 23 | 25 | 0.68 | 1196 | 0.0 | 877 | 3.3 | 2.1 | 7.8 | i | i | 7
COc1cc(OC)cc(C(=O)NC(=S)Nc2ccc(Cl)c(C(=O)O)c2)c1 | 0% | / | / | -0.72 | -0.011 | -0.53 | 1.1 | 31 | 3 | -0.22 | 1614 | -2.6 | 1405 | 1.6 | 1.8 | 5.6 | i | i | 0
CSc1nc2sc3c(c2c(=O)n1C)CCCC3 | -61% | / | / | 2.9 | -0.043 | 2.9 | -1.3 | 11 | 8 | 0.65 | 1057 | 0.1 | 1127 | 6.9 | 2.2 | 3.2 | i | i | -6
CCCS(=O)(=O)C/C(N)=N/OC(=O)c1ccc(Cl)cc1 | 9% | 1 | 722 | -0.15 | -0.19 | -0.37 | 0.32 | / | / | 0.09 | 1314 | 2.1 | 1234 | / | / | / | i | / | /
CCOc1ccc(S(=O)(=O)NCc2ccccc2Cl)cc1C(N)=O | 0% | 15 | 662 | -0.47 | -0.34 | -0.16 | 0.47 | -2 | -16 | -0.55 | 1248 | -1.6 | 1126 | 1.6 | 1.6 | 5.2 | i | i | 22
CCCCNC(=O)C(CC)Sc1nc2sc(C(=O)OC)c(C)c2c(=O)n1N (stereo not drawn) | 13% | / | / | 0.088 | -0.18 | 0.58 | 0.45 | -7 | -6 | / | / | / | / | 2.3 | 1.2 | 12 | i | i | -10
CCN(CC)C1CCN(C(=O)CCc2nnc(CCCCc3ccccc3)o2)C1 (stereo not drawn) | 19% | 5 | 710 | 0.36 | -0.052 | 0.41 | -0.33 | -8 | -9 | 0.86 | 1625 | -1.2 | 963 | 2.5 | 2.4 | 2.9 | i | i | 8
O=S(=O)(c1ccc2nc(-c3ccccc3)[nH]c2c1)N1CCN(c2cccc(Cl)c2)CC1 | -15% | -6 | 714 | 0.39 | -0.056 | 1.5 | -1 | 7 | -33 | -1.1 | 1346 | -7.8 | 595 | 4.4 | 2.4 | 0.7 | i | i | 16
O=S(=O)(c1ccccc1)c1cnc(-c2cccnc2)nc1-c1ccc(Cl)cc1Cl | 14% | / | / | 0.14 | -0.22 | -0.12 | 0.66 | 67* | 31* | -0.11 | 1521 | -1.8 | 1413 | 2.2 | 0.6 | 9.0 | i | i | 8
CCCNC(=O)Cc1c(OC)ccc2cc(Br)ccc12 | -2% | 4 | 733 | 0.59 | -0.23 | 0.38 | -0.13 | 1 | 13 | 0.08 | 1351 | -4.1 | 535 | 2.0 | 1.9 | 3.4 | i | i | -1
Cc1cc(-c2n[nH]c(=S)n2CC(C)C)cs1 | 6% | -2 | 633 | -0.072 | -0.24 | -0.093 | 0.42 | 11 | 5 | -0.66 | 1278 | 0.6 | 523 | 1.7 | 2.2 | 11 | i | i | -5
CN1/C(=C\C(=O)COC(=O)CNC(=O)c2ccc3ccccc3c2)C(C)(C)c2ccccc21 | -4% | -121 | 594 | -0.5 | -0.3 | -0.54 | 0.54 | 35 | -18 | 0.35 | 1321 | -1.4 | 591 | 7.5 | 3.5 | 6.1 | i | i | 20
O=C(Nc1ccccc1F)C(=O)c1cn(CC(=O)N2CCCCC2)c2ccccc12 | -1% | 1 | 675 | -0.16 | -0.23 | -0.044 | 0.2 | -1 | 1 | -0.38 | 1210 | 1.4 | 1041 | 1.3 | 2.0 | 2.6 | / | i | -1
CC(C)(O)C#Cc1ccc(C(=O)N2CCC(C(N)=O)(N3CCCCC3)CC2)cc1 | -9% | / | / | 1.7 | 0.038 | 1.8 | -1.2 | -5 | -2 | 1.3 | 1264 | -1.7 | 1203 | 5.0 | 2.3 | 3.3 | i | i | -53
O=C(O)c1ccc[nH]c1=S | 7% | / | / | 1.4 | -0.16 | 0.7 | -2.3 | / | / | 0.72 | 1332 | -0.9 | 1419 | / | / | / | i | / | /
Clc1ccc(OCc2nn3c(-c4ccncc4)nnc3s2)cc1 | 9% | / | / | 1.4 | -0.23 | 0.92 | -0.93 | -9 | 10 | 0.06 | 1566 | 1.0 | 1382 | 2.0 | 1.0 | 4.3 | i | i | 11
O=S(=O)(Nc1ccc(Cc2ccncc2)cc1)N1CCCC1 | 6% | -13 | 631 | -0.26 | 0.037 | -0.14 | -0.56 | -1 | -12 | / | / | -0.5 | 1095 | 2.5 | 1.5 | 0.8 | i | i | -6
O=C(Nc1ccc(-c2csc(Nc3ccccc3)n2)cc1)c1cc([N+](=O)[O-])cc(C(F)(F)F)c1 | 9% | -4 | 731 | 0.59 | -0.74 | 0.51 | -0.38 | / | / | / | / | 1.6 | 1112 | / | / | / | i | / | /
COc1ccccc1NC(=S)N(CCc1c(C)[nH]c2ccccc12)Cc1cccs1 | -15% | -24 | 686 | 0.063 | -0.24 | 0.039 | 0.25 | 24 | 15 | 0.17 | 1902 | -3.5 | 1061 | 4.2 | 2.8 | 7.7 | i | / | /
CCOc1cccc(C2c3c(oc4ccccc4c3=O)C(=O)N2c2ccccn2)c1 (stereo not drawn) | -6% | 8 | 738 | -0.79 | 0.77 | 0.42 | 0.33 | 0 | 4 | 0.95 | 1266 | 3.3 | 517 | 2.6 | 2.9 | 12 | / | i | 8
COc1ccc(/C=N/Nc2nonc2N)cc1OC | -1% | 27 | 796 | -0.38 | -0.24 | -0.37 | 0.87 | -13 | -12 | -0.57 | 1153 | -0.1 | 738 | 2.6 | 2.1 | 16 | i | i | -14
COc1ccc(S(=O)(=O)N2CCOCC2)c(C)c1C | 7% | -1 | 755 | -0.71 | -0.26 | -0.84 | 0.24 | -26 | -6 | -0.17 | 1140 | 4.4 | 1004 | 2.5 | 1.2 | 3.2 | i | i | 1
CCCOC(=O)C1=C(C)OC23OC(N)=C(C#N)C12C(=O)c1ccccc13 (stereo not drawn) | 14% | -2 | 725 | 0.1 | -0.26 | 0.016 | 0.097 | -10 | 5 | / | / | 2.0 | 1029 | 4.3 | 3.6 | 8.3 | i | i | -5
(further entries)
SMILES | HEK293 NOD2/NF-kB | Lipid droplet | Lipid droplet cells 6.5 µM | Dynein cargo inh | Dynein cargo inh cytoplasmic EGFP | Dynein cargo inh nuclear GR-EGFP | Dynein cargo inh cell count | WT yeast gro inh | WT yeast gro inh mutant strain | Insulin prom up | Insulin prom up cell count | bCat nuc transl | bCat nuc transl cell count 5 µM | MT stabilizer | MT stabilizer Hoechst-high % | MT stabilizer cytotoxicity % | Yfh1-depleted yeast | Autophagy HCS | Autophagy HCS cell loss 18 h
CCOc1ccc(C)cc1S(=O)(=O)N1CCCCC1 | 15% | -1 | 763 | 0.33 | -0.27 | 0.26 | 0.33 | -8 | -6 | -0.25 | 1249 | -0.6 | 1101 | 3.4 | 2.2 | 2.9 | i | i | 12
COc1ccc(-c2noc(-c3ccc4c(c3)OCO4)n2)cc1 | -130% | / | / | 2.2 | -0.14 | 1.5 | -1.7 | -7 | 0 | 0.15 | 1412 | 0.1 | 1418 | 2.9 | 1.1 | 7.4 | i | i | -4
Cc1c[n+](C)ccc1CC1C([N+](=O)[O-])=C[N-]c2ncnn21 (stereo not drawn) | 14% | 6 | 714 | 0.22 | -0.19 | 0.4 | -0.66 | 13 | 13 | -0.27 | 1334 | -2.1 | 1085 | 3.0 | 1.0 | 3.9 | i | i | -6
Cc1ccc(-c2cc(C(F)(F)F)n3ncc(C(=O)N4CCN(C)CC4)c3n2)cc1 | 15% | / | / | -0.27 | -0.33 | 0.19 | 0.26 | -6 | -2 | -0.58 | 1476 | -1.5 | 791 | 5.2 | 3.2 | 6.8 | i | i | 5
CC(=O)Nc1ccc(S(=O)(=O)N2CCN(Cc3ccccc3[N+](=O)[O-])CC2)cc1 | 17% | 12 | 700 | -0.27 | -0.26 | -0.48 | 0.99 | -4 | 22 | 0.43 | 1271 | -1.5 | 1091 | 1.9 | 2.0 | 8.2 | i | i | -6
O=C(/C=C/c1ccccc1)NC(=S)NNS(=O)(=O)c1ccccc1 | 12% | -3 | 698 | 0.14 | -0.12 | -0.24 | -0.35 | -13 | 1 | 0.36 | 1370 | 0.2 | 1529 | 1.8 | 2.4 | 3.0 | i | i | 8
CCOC(=O)C(CC)(CCC(=O)O)c1csc(N)n1 (stereo not drawn) | 8% | 9 | 816 | -0.71 | 0.18 | -0.046 | 0.53 | -3 | -1 | -0.12 | 951 | -2.9 | 1269 | 1.3 | 1.8 | 9.2 | i | i | -1
